Bioassay records deposited in PubChem BioAssay by several laboratories.
GPR35 antagonists – GPR35 antagonists blocking zaprinast-driven arrestin recruitment, primary screen, imaging, U2OS, beta-arrestin-GFP, zaprinast agonist (AID 2058); U2OS GPR35 beta-arrestin-GFP translocation imaging, zaprinast antagonism; higher % means a stronger effect; inhibition, % at 10 µM, or IC50 in µM where a hit was titrated; actives 0.052% (n = 290,000);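 active = inhibition of at least 50% with at least 30 cells and total cytoplasm GFP at most 10,000,000; inconclusive = under 30 cells or total GFP of 10,000,000 plus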
West Nile antiviral – inhibition of WNV-induced cytopathic effect – cell-based, CPE readout (AID 1621); West Nile virus-infected cells, CPE inhibition; higher % means a stronger effect; actives 0.02% (n = 290,000); CPE inhibition, % at 10 µM; hits with a dose series show IC50 in µM; in the data active = a potency from the dose series; inconclusive = CPE inhibition mostly from about 3.7% at the one dose, without a potency; inactive = the rest, 99 in 100 with CPE inhibition below about 2.2%; also: strong numbers were not always called active
NS5 inhibitors – Dengue-2 NS5 methyltransferase inhibitors, primary screen, biochemical, confirmation dose response (AID 588689); one-dose inhibition, % at 25 µM; IC50 in µM for titrated hits; Dengue-2 NS5 methyltransferase capping enzyme assay, biochemical; higher % means a stronger effect; actives 0.3% (n = 340,000); in the data active = a potency from the dose series; inconclusive = inhibition above about 29% without an active follow-up result
Salmonella PhoP GFP – PhoP-dependent GFP reporter repression – Salmonella Typhimurium, primary screen (AID 1863). S. Typhimurium PhoP-regulated promoter GFP reporter, 4 h; higher % means a stronger effect. inhibition, % at 50 µM; hits with a dose series show IC50 in µM. actives 0.16% (n = 300,000);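 active = inhibition over 29.93%, a cutoff 3 SD above the screen mean, later confirmed by dose response; inconclusive = inhibition over 29.93% but no dose response follow-up; inactive = inhibition at most 29.93% or unconfirmed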;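 also: 0% = low Mg2+ inducing control and 100% = high Mg2+ repressing control; strong numbers were not always called active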
RSV antiviral HEp-2 – inhibition of RSV-induced cytopathic effect – HEp-2 cells, primary 10 µM value included (AID 2391); CPE inhibition, % at 10 µM, or IC50 in µM where a hit was titrated; HEp-2 cells, RSV-induced CPE inhibition; higher % means a stronger effect; actives 0.13% (n = 310,000); in the data active = a potency from the dose series; inconclusive = CPE inhibition mostly from about 23% at the one dose, without a potency; inactive = the rest, 99 in 100 with CPE inhibition below about 21%; also: strong numbers were not always called active
Large T inhibition – SV40 large T antigen inhibitors, biochemical (AID 1903) | SV40 large T antigen ATPase/helicase inhibition assay; higher % means a stronger effect | inhibition, % at 20 µM; hits with a dose series show IC50 in µM | actives 0.39% (n = 310,000); in the data active = a potency from the dose series; inconclusive = inhibition mostly from about 32% at the one dose, without a potency; inactive = the rest, 99 in 100 with inhibition below about 32%; also: strong numbers were not always called active
Rac1 GTP hydrolysis – MgcRacGAP GTPase-activating activity inhibitors, confirmation, biochemical, ADP Hunter fluorescence | MgcRacGAP-stimulated Rac1 GTP hydrolysis, ADP Hunter fluorescence; higher % means a stronger effect; GST-tagged Rac1 F28L mutant substrate | inhibition, % at 30 µM, or IC50 in µM where a hit was titrated | actives 0.6% (n = 340,000);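 active = first-screen hits whose inhibition reached a set limit at any dose in the follow-up dose series; inconclusive = inhibition above the set first-screen limit but never retested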;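 also: fluorescence reports GDP produced by GAP-driven GTP hydrolysis; strong numbers were not always called active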
LYP inhibition – PTPN22 lymphoid phosphatase activity blockers – biochemical, fluorescence intensity, uHTS (AID 1779); one-dose inhibition, % at 11.5 µM; IC50 in µM for titrated hits; actives 0.054% (n = 290,000); recombinant LYP phosphatase, fluorescence intensity; higher % means a stronger effect; in the data active = inhibition above about 50%;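 also: plate controls were vehicle with enzyme for no effect and no enzyme for full effect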
CSM14.1 death rescue – rescue of cells from ER stress-induced death, primary screen, 384-well, CSM14.1, thapsigargin, ATP luminescence (AID 1222); cellular ATP content (survival), % at 20 µM, or EC50 in µM where a hit was titrated; 190,000 tested, under 10 active; CSM14.1 thapsigargin-induced death rescue, ATP luminescence; higher % means a stronger effect;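 active = EC50 below 50 µM in the dose-response confirmation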;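 also: death triggered by thapsigargin at about 15 µM added after 2 h compound pretreatment; cell ATP read after overnight thapsigargin exposure of roughly 18 to 22 hours; normalized against plate controls of thapsigargin alone and 5% DMSO vehicle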
Numbers without * were called inactive; u = inconclusive; x = no result given.

Every second line gives: GPR35 antagonists | West Nile antiviral | NS5 inhibitors | Salmonella PhoP GFP | RSV antiviral HEp-2 | Large T inhibition | Rac1 GTP hydrolysis | LYP inhibition | CSM14.1 death rescue
COc1cc(OC)c(OC)cc1C#N
    12.0% | 0.2% | 1.4% | -6.3% | 1.1% | 5.5% | 2.1% | -0.1% | 0.7%
COc1ccc(C2/C=C\CN(S(=O)(=O)c3ccc(C)cc3)CC(=O)N2Cc2ccc(F)cc2)cc1 (stereo not drawn)
    -5.3% | -1.3% | -3.6% | 0.4% | -0.2% | 6.2% | 6.3% | -1.8% | x
CNC(=S)N/N=C(\C)c1ccc2c(c1)OCO2
    -10.2% | -0.1% | 0.8% | 0.8% | 1.7% | 30.6% | 4.8% | 3.6% | -0.8%
CCOC(=O)C1C(=O)CC(C)(O)C(C(=O)OCC)C1c1ccc(OCC)cc1 (stereo not drawn)
    1.6% | -0.5% | -3.4% | -7.5% | 3.1% | 4.7% | 0.0% | -13.0% | -0.6%
Cc1cc(C)c(C)c(OCCn2ccnc2)c1
    12.2% | -0.1% | -4.8% | 8.5% | 9.2% | 4.2% | 1.2% | -6.6% | x
COc1ccc2ccccc2c1C1CC(=O)N2CN(C3CCCCC3)CSC2=C1C#N (stereo not drawn)
    -1.1% | -0.1% | 24.9% | -3.3% | u | 45.6% | 15.9% | -2.8% | -0.8%
COc1ccc(-c2cc(C(F)(F)F)c(C#N)c(SCC(=O)O)n2)cc1OC
    3.7% | -0.1% | x | 6.5% | 2.6% | 15.2% | x | -1.4% | x
Nc1ccc(OCC(O)C[n+]2ccc(CCS(=O)(=O)[O-])cc2)cc1 (stereo not drawn)
    0.6% | 1.4% | 2.3% | 0.9% | 0.9% | 17.9µM* | u | -0.8% | -1.0%
CCS(=O)(=O)N1CCC(C(=O)Oc2ccccc2OC)CC1
    4.4% | 0.1% | -9.3% | -3.0% | 2.2% | 4.3% | -0.9% | -6.5% | x
CCN(CC(=O)NC(C)(C)C)C(=O)CCl
    6.0% | 0.4% | -4.5% | 6.3% | -1.3% | 15.5% | 8.0% | -4.8% | -0.8%
CCOc1cccc(C(=O)Nc2cccc(C(=O)NCC(C)C)c2)c1
    8.1% | -0.7% | 1.3% | -6.2% | 9.9% | 25.0% | 6.8% | -5.0% | -1.0%
CCN(CC)CCC(=O)Nc1ccc2c(c1)N(C(=O)CN(CC)CC)c1ccccc1CC2
    9.8% | 0.3% | -4.8% | -8.3% | -0.5% | -6.2% | 14.1% | -6.9% | -1.1%
Cc1ccc(NC(=O)Cc2ncc(C(F)(F)F)cc2Cl)cc1Cl
    3.1% | -0.4% | 4.8% | 3.8% | 2.1% | 6.8% | 2.3% | 0.3% | 1.4%
Cc1ccc(CN2CC(C(=O)Nc3ccc(F)c([N+](=O)[O-])c3)CC2=O)cc1 (stereo not drawn)
    -1.3% | x | -12.7% | -7.3% | 1.9% | -1.1% | 1.7% | -6.0% | 0.6%
CN(C(=O)CSc1nc2ccccc2s1)c1c(N)n(Cc2ccccc2)c(=O)[nH]c1=O
    -5.7% | -0.2% | -3.9% | 3.6% | 2.7% | 10.4% | 9.7% | 2.1% | 2.4%
NC(=O)C1CCN(C(=O)Cc2ccsc2)CC1
    11.5% | 0.0% | -9.4% | 4.0% | 0.0% | -3.2% | 5.6% | -12.8% | x
CN(C)c1nc(-c2ccccc2)c2cnn(Cc3ccccc3)c2n1
    -7.8% | 2.2% | -2.4% | 2.9% | 5.1% | 0.1% | 2.8% | 4.5% | -1.7%
CCN1C(=O)c2cccc3c(S(=O)(=O)NCc4cccnc4)ccc1c23
    -9.1% | 0.0% | -12.3% | 4.0% | 0.0% | -3.0% | 4.4% | 5.1% | -3.2%
O=C1c2ccccc2N(Cc2ccc(Cl)cc2)C2=NCCN12
    -7.5% | -0.6% | -6.4% | -1.1% | 1.0% | 15.6% | 0.9% | 4.0% | -1.0%
CCCNC(=O)/C=C/c1ccc(S(=O)(=O)Nc2ccccc2OC)cc1
    -4.2% | -1.3% | -11.1% | 4.4% | 2.4% | 2.9% | 8.0% | 1.7% | 0.3%
CCCCCCCCN1[C@@H](CC(=O)OCC)c2ccc(C(F)(F)F)cc2S1(=O)=O
    x | -0.3% | -3.2% | 5.9% | 9.7% | 9.4% | 7.9% | x | x
COc1cc(OC)cc(C(=O)Nc2ccc(NC(=O)c3ccco3)c(C)c2)c1
    -11.4% | -0.6% | -6.5% | 10.8% | 0.1% | 20.0% | -0.1% | -10.9% | x
O=C(NNc1c(Cl)cccc1Cl)C1CCC1
    58.2% | 0.2% | -2.3% | -11.7% | -0.2% | 9.1% | 4.9% | -5.5% | x
COc1ccc(C2=NN(C3=NN=C(N)Cc4ncnn43)C(O)(C(F)(F)F)C2)cc1 (stereo not drawn)
    -16.8% | -0.2% | -8.5% | 1.3% | 1.3% | 4.4% | 4.3% | -2.0% | -1.3%
CCN1CCN(S(=O)(=O)c2ccc(S(=O)(=O)NC3CC3)cc2)CC1
    -1.4% | -0.5% | -4.0% | 7.2% | 0.4% | -0.6% | 9.3% | -6.8% | x
CCOC(=O)c1cc(NC(=O)C2C3CCC(O3)C2C(=O)O)cc(C(=O)OCC)c1 (stereo not drawn)
    4.7% | 0.0% | 0.0% | -16.9% | 4.2% | 1.8% | -0.8% | -4.7% | 1.4%
CCCCOC(=O)C(C)c1c(C)[nH]c(=S)[nH]c1=O (stereo not drawn)
    -3.3% | -0.1% | -4.8% | -7.7% | 10.5% | 1.4% | 4.2% | -2.6% | 1.9%
CN(C)c1ccc(/C=N/NC(=O)c2nonc2N)cc1[N+](=O)[O-]
    13.8% | -0.2% | -1.7% | -11.6% | 1.7% | 23.8% | 6.2% | -3.0% | -0.3%
COCc1c(C(=O)NC2CCCCCC2)oc2ccccc12
    6.2% | -1.9% | -6.1% | -0.2% | -1.1% | 25.2% | 4.7% | -4.1% | -1.6%
CC(C)(C)N=C1NN=C(c2cc3ccccc3o2)CS1
    -17.2% | -1.0% | 1.9% | -7.1% | 4.2% | 7.3% | 9.2% | 7.3% | -2.6%
COc1ccc(NC(=O)CSc2nnc(-c3ccccn3)n2-c2ccccc2)cc1OC
    -9.0% | 0.2% | -6.4% | -10.5% | 1.4% | -3.6% | 5.2% | -3.5% | 0.4%
CN(C)Cc1c(O)c(Cl)cc2c3c(c(=O)oc12)CCCC3
    -12.3% | 1.4% | 15.9% | -12.3% | 2.2% | 19.7% | 11.2% | -32.5% | 0.1%
O=C1[C@H]2[C@@H](C(=O)N1c1cc(Cl)cc(Cl)c1)[C@]1(C(=O)Nc3ccccc31)N1CCC[C@@H]21
    -9.3% | -1.1% | -8.0% | -9.1% | 4.7% | 4.3% | 9.6% | 0.8% | -1.1%
O=c1oc(-c2ccco2)nc2ccccc12
    -4.6% | -0.2% | -2.0% | 18.2% | -0.1% | 12.6% | 14.4% | -6.7% | 2.6%
Nc1nc2nccc(-c3cccnc3)n2n1
    -5.9% | 1.6% | 0.0% | 0.3% | -1.2% | 7.2% | 5.4% | -7.2% | 1.0%
Cc1ccc(CNS(=O)(=O)c2cc3c(cc2C)NC(=O)CO3)cc1
    -9.5% | -0.8% | -2.8% | x | 0.2% | 0.1% | 9.8% | -11.5% | x
COc1ccccc1N1CC(C)(C)C(=O)N(C(=O)c2ccc(Cl)cc2)C1=S
    -2.7% | 0.1% | -6.2% | 6.8% | 1.8% | 12.0% | 2.3% | 2.0% | x
O=C(CSc1nnc(CNC(=O)c2ccco2)o1)Nc1ccccc1
    -15.2% | -0.2% | -8.0% | 4.2% | 1.6% | 3.1% | 0.1% | -3.2% | 0.8%
CCC(C)[C@H](NC(=O)c1cn(CC)c2cc3c(cc2c1=O)OCO3)C(=O)NCCCn1ccnc1 (stereo partly drawn)
    13.4% | 0.3% | 2.7% | 5.1% | -0.2% | 9.3% | 1.0% | -5.9% | x
CN(NC1OC(=O)c2ccccc21)c1c([N+](=O)[O-])cc(C(F)(F)F)cc1[N+](=O)[O-] (stereo not drawn)
    -0.1% | 2.0% | 7.7% | -6.8% | 1.0% | 6.3% | 4.5% | -1.0% | x
C/C(=N\NC(=O)c1nn(C)c(C)c1Br)c1ccc(NC(=O)c2ccoc2C)cc1
    -4.7% | -0.3% | -4.5% | -4.0% | 0.2% | 8.3% | 4.9% | -2.3% | -1.6%
c1ccc(N2CCN(Cc3cn4ccccc4n3)CC2)cc1
    4.7% | -0.3% | 9.3% | 4.9% | -1.0% | 2.6% | -3.3% | -2.7% | 0.2%
COc1ccc(-n2nc3c(c2NC(=O)C2CCCC2)CS(=O)C3)cc1 (stereo not drawn)
    16.2% | 1.8% | 1.4% | -2.1% | 1.1% | 1.4% | 15.5% | -9.0% | 1.9%
O=C(c1cccs1)N1CCN(c2ccc([N+](=O)[O-])cc2F)CC1
    -1.3% | -1.6% | -3.3% | 5.9% | 4.8% | 22.3% | 8.1% | -5.7% | x
Cc1ccc(NC(=O)c2cc(-c3ccccc3)nn2-c2ccccc2)c(Br)c1
    -6.3% | -1.6% | 2.9% | -15.0% | 11.1% | 6.7% | -4.5% | -2.3% | 0.5%
O=CN1CCN(C(=O)c2ccc(-c3nc4ccccc4s3)s2)CC1
    13.3% | -0.7% | -20.7% | 11.9% | 13.7% | -4.6% | 5.5% | 1.5% | -0.6%
O=c1[nH]c2ccccc2c2ccccc12
    -4.6% | 0.2% | -12.6% | 1.9% | 5.3% | 11.7% | 8.9% | -0.3% | 1.9%
CC(Sc1nc(N2CCOCC2)c2c(c1C#N)CC(C)(C)OC2)C(=O)O (stereo not drawn)
    -11.1% | -0.4% | -7.5% | 0.7% | 0.4% | 4.8% | 7.2% | -3.4% | x
O=S(=O)(c1ccc(Br)s1)N1CCCCC1
    -5.5% | -0.4% | -2.1% | 11.8% | 1.8% | 17.2% | 4.5% | -2.7% | x
Cc1ccc(-c2nc(CS(=O)CC(=O)N3CCN(c4ccccc4)CC3)c(C)o2)cc1 (stereo not drawn)
    6.2% | -0.4% | -4.5% | -9.8% | 17.0% | 7.8% | 8.7% | -9.9% | x
C=CCSc1nc(=O)n2ccc(C)cc2n1
    -12.9% | -0.5% | -3.0% | 8.0% | -0.2% | 13.9% | 0.5% | -2.6% | -0.7%
O=C(Nc1nncs1)c1cccnc1Cl
    -6.1% | 0.3% | -1.3% | 15.8% | 0.9% | 4.4% | 7.2% | -1.1% | 2.0%
CCN1CCc2c(sc3c2c(NCc2ccco2)nc2nnnn23)C1
    -16.7% | -0.2% | -7.8% | -5.7% | 1.2% | 19.4% | 12.6% | -10.9% | -2.5%
Cc1ccc(C)c(CN2C(=O)C3(OCCCO3)c3ccccc32)c1
    7.5% | -0.1% | -4.8% | 3.8% | 1.6% | 4.8% | 2.8% | -5.2% | -1.9%
Cc1nc(-c2cccc(N)c2)cs1
    -14.0% | -0.5% | 0.7% | 11.7% | -0.1% | 7.4% | 4.5% | -3.6% | x
